Bioassay records deposited in PubChem by Sanford-Burnham Center for Chemical Genomics.
UBC13 polyUb: blocks human UBC13 polyubiquitin chain formation. TR-FRET. AID 485273. inhibition, % at 20 µM. actives 0.47% (n = 330,000). P61088; in the data active = inhibition above about 45%, passing the limit was not always enough
Target sequence (P61088 whole entry, looked up): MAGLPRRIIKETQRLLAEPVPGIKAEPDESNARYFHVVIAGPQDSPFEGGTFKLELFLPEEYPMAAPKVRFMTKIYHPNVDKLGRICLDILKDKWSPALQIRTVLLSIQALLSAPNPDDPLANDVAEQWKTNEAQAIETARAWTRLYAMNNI
EBI2 block: blocks human EBI2 receptor beta-arrestin signaling. P32249. EBI2 beta-arrestin recruitment, luminescence, 7a,25-OHC stimulated. inhibition, % at 5 µM. actives 0.81% (n = 360,000). AID 651636; in the data active = inhibition above about 38%;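 note: enzyme fragment complementation signal reports receptor beta-arrestin coupling in cells; 0% = agonist plus DMSO wells and 100% = wells without agonist; some results beyond the cut were filed as inactive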
Target sequence (P32249 whole entry, looked up, the tested form may be a part): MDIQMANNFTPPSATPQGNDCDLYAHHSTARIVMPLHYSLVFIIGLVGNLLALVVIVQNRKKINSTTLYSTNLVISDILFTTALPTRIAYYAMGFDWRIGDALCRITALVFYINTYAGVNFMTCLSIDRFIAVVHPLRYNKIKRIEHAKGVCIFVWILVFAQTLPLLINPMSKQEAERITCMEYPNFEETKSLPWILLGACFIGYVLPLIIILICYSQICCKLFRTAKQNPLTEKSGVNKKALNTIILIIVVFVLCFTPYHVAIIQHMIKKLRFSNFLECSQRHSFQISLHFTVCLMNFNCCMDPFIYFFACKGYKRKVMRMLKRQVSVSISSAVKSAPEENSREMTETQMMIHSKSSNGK
Apaf-1 inh: human Apaf-1 inhibition | O14727 | inhibition, % at 20 µM | actives 0.71% (n = 330,000) | AID 489030 | reconstituted apoptosome caspase-3 activity, DEVD-Rh110 fluorescence; active = inhibition of at least 40% at 20 µM;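 note: plate controls were DMSO wells for no effect and DEVD-CHO caspase inhibitor wells for full effect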
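Assay system – apoptosome proteins · Medium – Hepes buffer, pH 7.5 · Also added – cytochrome c with DEVD-Rh110 · Timing – 30 min compound preincubation, 50 min activation, room temperature · Detection – Rh110 fluorescence, excitation 480 nm, emission 540 nm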
Gli-Sufu antag: antagonists of Gli-Sufu signaling; Sufu-KO-LIGHT fibroblasts, Gli luciferase reporter luminescence; inhibition, % at 5 µM; actives 0.74% (n = 340,000); AID 588413;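 active = inhibition above about 55%, limit read from the data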;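 note: 0% = DMSO-treated cells and 100% = wells with medium but no cells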
Jurkat NFkB inh: inhibitors of the PMA/ionomycin-induced NF-kB reporter in Jurkat cells; PMA/ionomycin-induced NF-kB luciferase reporter, luminescence; inhibition, % at 4 µM; actives 0.53% (n = 330,000); AID 435003
SENP8 inh: inhibitors of human SENP8 protease | Q96LD8 | purified SENP8, Z-RLRGG-aminoluciferin cleavage, luminescence | inhibition, % at 10 µM | actives 1.2% (n = 330,000) | AID 2540
697 NFkB inh: inhibitors of the PMA/ionomycin-induced NF-kB reporter in 697 B cells | actives 0.33% (n = 330,000) | 697 B-cell NF-kB luciferase reporter, 16 h | AID 435022 | inhibition, % at 4 µM; in the data active = inhibition above about 35%
CCR6 antag: blocks CCL20-driven beta-arrestin recruitment at human CCR6 | P51684 | CHO-K1 CCR6 PathHunter beta-arrestin, luminescence, CCL20-stimulated | inhibition, % at 20 µM | actives 0.49% (n = 340,000) | AID 493098;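 active = compounds whose inhibition of the agonist-driven luminescence signal at 20 µM reaches about 50%, limit read from the data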;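 note: cells stimulated with CCL20 at 14 nM final; plate controls were DMSO with CCL20 for no effect and DMSO without agonist for full effect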
Target sequence (P51684 whole entry, looked up): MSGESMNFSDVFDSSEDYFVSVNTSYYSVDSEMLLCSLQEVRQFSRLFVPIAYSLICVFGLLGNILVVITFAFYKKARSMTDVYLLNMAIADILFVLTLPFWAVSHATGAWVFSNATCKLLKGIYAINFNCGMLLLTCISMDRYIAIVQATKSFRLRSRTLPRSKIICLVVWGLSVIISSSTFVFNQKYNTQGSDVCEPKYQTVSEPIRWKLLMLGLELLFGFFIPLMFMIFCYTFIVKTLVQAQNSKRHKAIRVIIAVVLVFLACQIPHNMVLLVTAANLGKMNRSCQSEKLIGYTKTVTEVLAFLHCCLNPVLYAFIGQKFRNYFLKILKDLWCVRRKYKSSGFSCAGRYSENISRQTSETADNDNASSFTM
* hit, by the source's call; . = no result given. Cut-off read from the data, not from the text of the source, unless noted: active = inhibition above about 50%; inactive = the rest. The list is partial, so the mix of outcomes need not match the whole.

SMILES	UBC13 polyUb	EBI2 block	Apaf-1 inh	Gli-Sufu antag	Jurkat NFkB inh	SENP8 inh	697 NFkB inh	CCR6 antag
CCOc1ccc(C(NC(=O)/C=C/c2ccco2)c2ccc(OC)c(OC)c2)cc1 (stereo not drawn)	-22	1	11	-21	-6	-5	-8	24
CC(=O)NCC(=O)OCC(=O)Nc1ccc(C(C)=O)cc1	1	-2	4	-11	1	4	-7	1
O=c1c2ccccc2ncn1-c1ccccc1C(F)(F)F	7	-9	-13	-9	2	-3	-7	4
CC(c1ccccc1)n1c(SCC(=O)N2CC(=O)Nc3ccccc32)nc2ccccc2c1=O (stereo not drawn)	-12	22	16	8	-1	-10	-35	1
CCN1CCN(C2=C(NS(=O)(=O)c3ccc(NC(C)=O)cc3)C(=O)c3ccccc3C2=O)CC1	-77	4	74*	4	24	28	-8	9
O=C(CN1C(=O)NC2(CCCCCC2)C1=O)NCc1ccccc1	-6	-10	-3	-7	-9	-2	13	2
N#Cc1ccccc1CSc1ccccn1	-4	-11	2	-3	-2	-11	-20	-11
Cc1ccc(OCC(=O)NCCCNC(=O)c2cccnc2)cc1	6	-9	2	-11	8	2	-14	8
COC(=O)C(C)Sc1nc2c(c(=O)n1-c1ccccc1)SCC2 (stereo not drawn)	-11	1	13	4	-10	8	-25	7
O=C1CCCCCN1Cc1ccccc1	-4	17	9	-4	-6	-3	-9	0
CCN(CC)CCNC(=O)c1ccc(NC(=O)c2cc(-c3ccncc3)nc3ccccc23)cc1	90*	1	13	64*	-38	-1	2	0
OC(COc1ccccc1)Cn1c2ccccc2c2ccccc21 (stereo not drawn)	1	2	16	-2	-10	-8	-17	-8
COc1cccc(NC(=O)CN(C)C(=O)c2c(C)nn(Cc3ccc(C)cc3)c2Cl)c1	0	4	8	5	2	10	13	6
O=c1c2[nH]c3ccc(F)cc3c2ncn1CC1CCCO1 (stereo not drawn)	13	3	-5	-3	-2	4	9	12
CN(C)c1ccc(NS(=O)(=O)c2cc(Cl)ccc2Cl)cc1	5	-2	7	-32	8	-1	-26	3
CCc1cccc(NC(=O)Nc2ccc3c(c2)OCO3)c1	0	12	10	-23	0	-6	17	-7
Cc1ccc(NC(=O)Cc2c(C(=O)O)n(C)c3ccccc23)cc1F	-6	-4	8	3	4	3	11	14
COc1ccccc1Nc1nc(N)nc(CN2CCN(Cc3ccc4c(c3)OCO4)CC2)n1	0	-17	-5	6	-1	-3	-7	-3
COCCNC(=O)CSc1ncnc2sc(-c3ccccc3)cc12	-6	-2	-21	-1	3	8	12	2
C=CCn1c(SCc2nc3sc(C(=O)O)c(C)c3c(=O)[nH]2)nnc1-c1ccccc1	3	-8	-3	-12	-14	5	8	3

7 records picked at random from the list so far:
SMILES	UBC13 polyUb	EBI2 block	Apaf-1 inh	Gli-Sufu antag	Jurkat NFkB inh	SENP8 inh	697 NFkB inh	CCR6 antag
O=C1CCCCCN1Cc1ccccc1	-4	17	9	-4	-6	-3	-9	0
CCc1cccc(NC(=O)Nc2ccc3c(c2)OCO3)c1	0	12	10	-23	0	-6	17	-7
CCN1CCN(C2=C(NS(=O)(=O)c3ccc(NC(C)=O)cc3)C(=O)c3ccccc3C2=O)CC1	-77	4	74*	4	24	28	-8	9
COCCNC(=O)CSc1ncnc2sc(-c3ccccc3)cc12	-6	-2	-21	-1	3	8	12	2
Cc1ccc(OCC(=O)NCCCNC(=O)c2cccnc2)cc1	6	-9	2	-11	8	2	-14	8
CN(C)c1ccc(NS(=O)(=O)c2cc(Cl)ccc2Cl)cc1	5	-2	7	-32	8	-1	-26	3
CC(c1ccccc1)n1c(SCC(=O)N2CC(=O)Nc3ccccc32)nc2ccccc2c1=O (stereo not drawn)	-12	22	16	8	-1	-10	-35	1

Results in Apaf-1 inh, for some of the entries so far:
Molecule | Apaf-1 inh
CN(C)c1ccc(NS(=O)(=O)c2cc(Cl)ccc2Cl)cc1 | 7
O=c1c2ccccc2ncn1-c1ccccc1C(F)(F)F | -13

The list goes on:
SMILES	UBC13 polyUb	EBI2 block	Apaf-1 inh	Gli-Sufu antag	Jurkat NFkB inh	SENP8 inh	697 NFkB inh	CCR6 antag
O=C1NC2(CCCc3ccccc32)C(=O)N1Cc1nnc(-c2ccccc2Br)o1 (stereo not drawn)	9	26	0	-10	-5	-2	7	3
CCCOc1ccc(-c2cn3ccccc3n2)cc1[N+](=O)[O-]	0	-5	15	-78	-121	32	-114	22
Cn1c(=O)c2c(ncn2CC(=O)OCC(=O)Nc2ccc(F)cc2Cl)n(C)c1=O	-6	-10	3	-3	-11	3	-2	5
Cc1ccc(Oc2ccc(NC(=O)CSc3n[nH]c(N)n3)cc2)cc1	-8	-12	-6	-2	-1	-6	0	1
CC(Oc1ccc2c(-c3ccccc3)cc(=O)oc2c1)C(=O)N1CCOCC1 (stereo not drawn)	-2	-2	-8	5	-58	30	15	6
CCOC(=O)c1ccc(-c2ccc(/C=N/NC(=O)CN(c3ccccc3Br)S(C)(=O)=O)o2)cc1	4	-12	13	-48	-41	-10	-102	-6
COc1ccc(-c2cc(C(=O)NCc3ccc(Cl)cc3)no2)cc1OC	-2	-4	-2	4	2	-9	10	0
COc1cccc(-n2cnc3sc(C)c(C)c3c2=O)c1	13	13	3	-8	-5	-8	-9	5
Cc1ccc(C(C)(C)C)c(OCCN2CCCC2)c1	10	1	-8	-2	-9	-2	1	7
Cc1ccc(O)c(-c2cc(C(=O)Nc3ccc(S(=O)(=O)Nc4nc(C)cc(C)n4)cc3)[nH]n2)c1	-2	0	19	-4	-4	-9	2	-7
Cc1onc(-c2ccccc2)c1C(=O)Nc1ccc(-c2nnc3n2CCCCC3)cc1	-6	-6	6	2	2	5	-13	-11
CCOc1ccc(N=C2NN=C(c3cc(C)n(CC4CCCO4)c3C)CS2)cc1 (stereo not drawn)	-2	0	5	11	11	-4	1	15
COc1cc(C(=O)OCC(=O)Nc2c(C)n(C)n(-c3ccccc3)c2=O)c([N+](=O)[O-])cc1OC	-19	8	10	-3	-15	-12	-7	-11
Cn1nc(CC(=O)Nc2ccc3c(c2)OCCO3)c2ccccc2c1=O	1	-10	0	66*	52*	-1	43*	-12
O=C(OCCN1CCCCC1)c1ccccc1F	-4	-19	-1	9	10	-4	9	5
CCN1CCN(CC(O)COc2ccc(Cl)cc2)CC1 (stereo not drawn)	-6	0	7	1	-17	-6	10	7
Cc1ccc(Nc2cc(-n3nc(C)cc3C)ncn2)cc1	-8	7	15	-12	-8	-4	-69	8
COC(CNC(=O)c1ccc2c(c1)ncn2C1CCCCCC1)OC	-2	5	3	0	7	-17	10	4
Cc1ccc(C(=O)OCC(=O)N(C)c2c(N)n(Cc3ccccc3)c(=O)[nH]c2=O)s1	1	10	0	2	15	-1	0	3
O=c1c2cc(NC(=S)NC3CCCC3)ccc2nc2n1CCCCC2	-11	-2	2	4	-20	3	-22	3
CCCN(Cc1nnc(-c2cccs2)o1)C(=O)CN1C(=O)NC2(CCCCC2)C1=O	-2	-18	5	8	5	-9	-7	6
C[C@H](NC(=O)c1cc2cc(Cl)ccc2n1C)C(=O)N1CCC[C@H]1C(=O)O	-11	1	1	.	8	-11	0	-4
Cc1cc(C)c2c(N)c(C(=O)N/N=C/c3ccccc3)sc2n1	1	13	3	-5	-94	-4	-118	-7
S=C1CSc2ccccc2N1	-2	1	-6	2	1	4	19	13
C=CC[C@@H](Cc1ccc(F)cc1)C(=O)OC[C@H]1CCCN1C(=O)[C@H](CC=C)CC(=O)N(CCO)Cc1ccccc1	3	4	36	1	-16	-16	-11	20
O=S(=O)(NCCCSc1ccccc1)c1ccccc1F	0	-10	11	-16	4	-1	4	8
O=C(CN1C(=O)NC2(CCCCC2)C1=O)NCc1cccs1	12	-4	2	0	2	0	-3	1
O=C(O)CCC(=O)NCc1ccc2[nH]c3c(c2c1)CCCC3	-18	-5	1	10	13	8	14	4
COc1cc(-c2cc(C(=O)Nc3c(Cl)cc(Cl)cc3Cl)c3ccccc3n2)cc(OC)c1OC	6	-8	29	19	4	-3	3	13
O=C1c2ccccc2C(=O)N1c1cccc2ccccc12	1	-13	6	-11	-6	12	3	10
Cc1cnc(NC(=O)CSc2nnc(N)s2)s1	2	-1	-11	3	-13	5	21	-5
CC(C)CCn1cnc2c1c(=O)[nH]c(=O)n2Cc1ccccc1	0	4	10	0	-15	-11	1	7
FC(F)(F)c1cc(Oc2ccc(Cl)cc2)ncc1-c1nnc(-c2ccc(Cl)cc2)o1	3	24	-5	1	10	1	-29	11
CC1CCN(C(=O)C2CCCCN2S(=O)(=O)c2cccc([N+](=O)[O-])c2)CC1 (stereo not drawn)	-2	2	7	0	5	-3	1	10
CN(CCC1CCOCC1)C(=O)C1CCC(=O)N(CCc2ccccc2)C1 (stereo not drawn)	8	-18	-5	-9	10	0	-10	-5
CC(=O)C1=C(C)NC2=C(C(=O)CC(C)(C)C2)C1C (stereo not drawn)	-4	-9	-4	-13	3	0	-29	12
CC(=O)c1cnc2c(C(=O)O)cnn2c1C	4	-2	-11	-3	6	2	18	-4
COC(=O)[C@@]12CCCCN1[C@H](c1ccc(-c3cc(C(C)=O)cs3)c(OC)c1)[C@H]1C(=O)N(C)C(=O)[C@H]12	52*	10	10	15	10	-3	7	14
CCCN(CC(=O)Nc1ccccc1C)C(=O)c1cccc(-n2cnnn2)c1	3	-4	-4	2	22	6	8	3
COC(=O)Cc1ccc(NC(=S)NC2CC2)cc1	7	3	-10	3	5	1	10	2
Cc1nn(C)c(C)c1NS(=O)(=O)c1c(C)n[nH]c1C	-1	2	10	0	-3	-10	-11	6
COc1ccc(NC(=O)C/C(C)=N/NC(=O)c2cccs2)c([N+](=O)[O-])c1	0	-1	6	30	11	-1	13	-3
CCc1ccc2[nH]c(=O)c(CN(CCN(CC)CC)C(=O)Nc3ccccc3OC)cc2c1	4	5	-2	8	-38	9	-3	-19
Cc1nnc(SCC(=O)NCCN2C(=O)CSC2=O)s1	3	-11	-1	-8	-6	-6	2	3
CS(=O)(=O)N1N=C(c2ccco2)CC1c1ccccc1 (stereo not drawn)	-9	-6	-12	-15	-3	-10	-21	8
Cc1ccc(N(CCC#N)C(=O)CSc2nc3ccccc3c(=O)[nH]2)cc1	-3	-7	0	6	-18	3	25	3
O=C(COC(=O)/C=C/c1cccc(Cl)c1)NCCc1ccc(Cl)cc1Cl	3	-6	6	-1	15	1	5	1
CCOc1ccc(NC(=O)C2CCCN(C)C2)cc1 (stereo not drawn)	5	-5	-6	-4	-5	-2	25	1
CCOC(=O)Nc1ccccc1N1C(=O)c2ccccc2C1=O	1	6	1	2	2	0	0	1
COc1ccccc1CNC(=S)Nc1ccc(S(N)(=O)=O)cc1	5	0	3	23	-20	3	3	7
CCOC(=O)C1CC2CC(C1)CN(C(=O)C1CCCCC1)C2 (stereo not drawn)	-2	3	6	1	0	5	18	9
Cc1ccccc1NC(=O)C1CCCN(C(=O)NCc2ccccc2)C1 (stereo not drawn)	-5	-7	-1	12	-5	-13	2	4
CCC1CCCCN1S(=O)(=O)c1ccc(NC(=O)C2CCCO2)cc1 (stereo not drawn)	0	-7	6	-2	7	-3	-4	-13
COc1cccc(NC(=O)/C=C/c2ccc(S(=O)(=O)N3CCOCC3)cc2)c1	-19	6	3	-12	-12	-12	7	17
O=C(C(=O)N1CCN(c2ccccc2F)CC1)c1cn(CC(=O)N2CCOCC2)c2ccccc12	1	-4	1	-3	-3	6	-12	13
Cc1cc(C)c2c(C)c(C(=O)NCc3ccncc3)oc2c1	-2	-5	9	7	-4	2	-2	0
COC(=O)c1cc(=O)n(Cc2ccc(OC)c(OC)c2)c(=Nc2ccc(F)cc2)s1	6	70*	10	22	7	1	5	19
Cc1[nH]n2c(=O)c3c(nc2c1-c1ccc(Cl)cc1)CCC3	-3	-4	6	-106	-9	-12	-26	-8
Cc1cccc(S(=O)(=O)N2CCC(CO)(Cc3ccccc3)CC2)c1	1	6	11	4	0	5	9	22
Cc1ccc(OCC(=O)N/N=C\c2ccc(O)c([N+](=O)[O-])c2)c([N+](=O)[O-])c1	-35	10	5	-21	10	3	5	18
